# Assay outcomes: PubChem BioAssay, several laboratories
# HTR2A ag: activates the mouse 5-HT2A serotonin receptor; CHO-K1 mHTR2A beta-arrestin complementation, luminescence; percent of 30 µM serotonin response; activation, % at 7.6 µM; 360,000 tested, 0.66% active; AID 624169;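 active = activation above a run cutoff, the mean activation of all tested compounds plus 3 SD, cut at about 14% in these data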;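 note: 0% = plate median of compound wells and 100% = 30 µM serotonin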
# Exocytosis inh: lytic granule exocytosis inhibition. inhibition, % at 10 µM. AID 651702. 360,000 tested, 0.66% active. TALL-104 LAMP-1 surface exposure, flow cytometry; cells stimulated with thapsigargin and PMA;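 active = inhibition above about 55%, limit read from the data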
# Cardio protect: protects H9c2 cardiomyocytes from peroxide injury. AID 588492. 360,000 tested, 0.63% active. protection from H2O2 cell death, % at 20 µM. H2O2 injury protection, ATPLite, 2 h;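 active = compounds giving at least 50% protection of heart cells from peroxide-induced death in the single-dose screen, raw or plate-pattern-corrected value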;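 note: 0% = DMSO wells with peroxide and 100% = DMSO wells without peroxide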
# ABCB6 inh MLPCN: blocks the human ABCB6 transporter; K562-ABCB6 porphyrin accumulation, flow cytometry, 1 h; stronger effect = lower value; fluorescence ratio to DMSO, % at 10 µM; 360,000 tested, 0.19% active;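 active = fluorescence ratio to DMSO below 75%, the collection mean minus 3 SD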;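 note: signal is porphyrin accumulated inside mitochondria; 100% equals median channel fluorescence of DMSO control wells; lower ratio means ABCB6 inhibition with less porphyrin fluorescence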
# Target sequence (Q9NP58 whole entry, looked up): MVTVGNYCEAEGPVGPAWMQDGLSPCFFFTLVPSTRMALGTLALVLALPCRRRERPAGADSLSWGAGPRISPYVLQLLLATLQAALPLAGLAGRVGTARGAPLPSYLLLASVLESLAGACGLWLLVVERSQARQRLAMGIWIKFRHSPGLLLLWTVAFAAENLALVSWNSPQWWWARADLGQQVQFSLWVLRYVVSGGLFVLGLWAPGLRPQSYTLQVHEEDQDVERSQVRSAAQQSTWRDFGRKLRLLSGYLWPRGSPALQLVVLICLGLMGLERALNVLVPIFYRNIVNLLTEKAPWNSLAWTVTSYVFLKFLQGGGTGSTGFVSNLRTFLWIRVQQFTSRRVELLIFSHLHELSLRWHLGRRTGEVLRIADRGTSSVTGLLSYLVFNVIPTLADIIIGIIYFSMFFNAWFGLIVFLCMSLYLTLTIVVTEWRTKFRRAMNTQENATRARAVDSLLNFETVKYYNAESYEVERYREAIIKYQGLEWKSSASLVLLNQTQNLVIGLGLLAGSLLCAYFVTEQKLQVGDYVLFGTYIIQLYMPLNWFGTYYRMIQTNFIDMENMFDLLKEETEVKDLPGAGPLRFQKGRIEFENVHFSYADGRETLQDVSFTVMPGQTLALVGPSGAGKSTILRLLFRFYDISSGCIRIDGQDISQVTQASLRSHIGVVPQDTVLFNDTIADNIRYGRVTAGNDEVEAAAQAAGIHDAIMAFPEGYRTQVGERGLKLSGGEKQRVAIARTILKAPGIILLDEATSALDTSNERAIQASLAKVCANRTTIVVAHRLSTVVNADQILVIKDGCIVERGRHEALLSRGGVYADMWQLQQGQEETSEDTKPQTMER
# N-glyco inh: N-linked glycosylation inhibition; D54 ERlucT glycosylation luciferase reporter, 24 h; percent of 100 nM tunicamycin response; reporter increase, % at 12.5 µM; 360,000 tested, 0.23% active;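 active = mean luciferase reporter signal, scaled so untreated is 0 and the glycosylation-blocking control 100, at or above a set limit in every replicate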;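 note: luciferase carries N-glycosylation sites so blocking glycosylation raises the light; 0% = median of neutral control wells and 100% = median of 100 nM tunicamycin wells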
# Vif imaging: HIV Vif inhibition. 340,000 tested, 0.35% active. HEK293T cells, Vif self-association by quenched fluorescence, imaging, 24 h. inhibition, % at 7.49 µM; in the data active = inhibition above about 50%, passing the limit was not always enough; note: some results filed as inactive read as strong as hits
# PDI turbidity: inhibitors of human protein disulfide isomerase | P07237 | inhibition, % at 10 µM | AID 588391 | PDI insulin aggregation turbidity, A650, 90 min | 350,000 tested, 0.052% active;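 active = mean inhibition across replicates of 30% or more, whatever share of single replicates reach that level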;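 note: absorbance from insulin aggregation driven by PDI reduction with DTT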
# aDG glyco up: alpha-DG glycosylation activation | Pro5-aDG cells, alpha-DG glycosylation AlphaScreen (IIH6); 0% Pro5, 100% B10-LARGE cell signal | activation, % at 10 µM | 360,000 tested, 0.22% active;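 active = activation of at least 8% versus controls, or a plate z-score of at least 8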;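 note: Pro5 are CHO cells carrying HIG-tagged alpha-DG that lacks glycosylation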
# hiPSC survival: enhancers of human iPSC single-cell survival | 360,000 tested, 0.044% active | survival enhancement, % at 20 µM | hiPSC single-cell survival, ATPlite luminescence; 100% = ROCK inhibitor wells, 0% = DMSO; in the data active = survival enhancement above about 18%;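 note: cells exposed to compounds for 16 hours before the ATP read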
# CaV13 ICDI inh: Primary screen for inhibitors of IQ motif and Ca2+-dependent inactivation inhibitor domain binding in CACNA1D, Förster resonance energy transfer in living cells, …; HEK cells, CFP/YFP FRET ICDI-IQ, plate reader, 10 min; percent FRET-ratio fall versus neutral wells; inhibition, % at 12.3 µM; 340,000 tested, 0.098% active; AID 743397;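 active = mean replicate inhibition of at least 30% and at least 1% of replicates passing that level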;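 note: 0% = median of the neutral control wells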
# * marks the source's active call; other numbers are inactive results; / = not tested or not shown. Rows were taken by chance. Share with any hit: about 3.1%.
SMILES,HTR2A ag,Exocytosis inh,Cardio protect,ABCB6 inh MLPCN,N-glyco inh,Vif imaging,PDI turbidity,aDG glyco up,hiPSC survival,CaV13 ICDI inh
CN(C)/C=C(\C#N)S(=O)(=O)c1ccc(Cl)cc1,2.2,-5.9,18.7,104.0,2.2,5.0,1.5,0.0,-0.6,-1.9
COc1ccc(S(=O)(=O)N2CCN(C(=O)c3ccc(C)o3)CC2)cc1,0.7,-13.5,0.8,97.0,-1.1,2.1,-10.9,0.0,-0.4,-2.4
CC(C)c1c(O)nc(SCc2ccc(F)cc2)[nH]c1=O,8.3,-0.3,-0.3,98.0,3.3,-1.5,3.1,0.1,-0.6,-2.6
COc1ccc(NC(=O)N(CCO)Cc2cc3c(C)cc(C)cc3[nH]c2=O)cc1,-1.1,-0.9,13.6,94.0,10.4,-6.0,-4.2,0.4,-0.5,-6.9
Cc1ccc(NC(=O)CN2CCN(c3ccccn3)CC2)cc1S(=O)(=O)N(C)C,51.4*,-1.6,-7.6,99.0,-0.2,-3.3,-9.3,0.1,1.6,-18.3
Cc1ccc(C)c(Cc2c(C)nc3c(C(=O)N4CCOCC4)cnn3c2C)c1,-0.2,2.4,1.5,93.0,-0.7,-8.3,5.5,-0.1,4.4,-4.2
Cc1ccc(S(=O)(=O)Nn2c(C)nnc2-n2nc(C)cc2C)cc1,3.5,-2.3,4.7,102.0,1.3,4.3,-8.6,0.6,0.5,/
CCN(CC)C(=O)CSc1nc2cc3c(cc2c(=O)n1Cc1ccc(OC)cc1)OCO3,-0.6,-0.1,2.9,101.0,-2.8,-13.6,-0.2,0.2,-0.4,-2.2
C=CCN(C(=O)C1CC(=O)N(C2CCCC2)C1)c1nc(-c2ccc(S(C)(=O)=O)cc2)cs1 (centres undefined),7.1,0.2,-10.6,94.0,-9.4,-19.9,-3.9,0.3,-0.7,-16.6
CC(=O)N1CCc2cc(S(=O)(=O)Nc3ccc(C)cc3C)ccc21,3.4,-24.8,-5.8,94.0,-2.4,-1.3,4.7,0.2,0.7,-12.0
CCOC(=O)c1sc2nc3c(cc2c1N)COC(C)(C)C3,-1.3,-3.6,-1.5,85.0,-3.4,10.6,-4.8,0.5,-3.8,-2.2
COc1ccccc1Cc1c(-c2cccc(Cl)c2)nc2c(C)cc(Br)cn12,4.1,-0.2,/,100.0,/,/,/,0.1,-0.5,-6.6
COc1ccc(OC)c(C2C(C(C)=O)=C(O)C(=O)N2CCc2ccc(OC)c(OC)c2)c1 (centres undefined),-1.1,-1.8,6.8,96.0,0.3,25.1,-1.1,0.0,1.5,-3.4
O=C(NCc1ccccc1)c1cc(C2CCCCN2S(=O)(=O)c2cccs2)on1 (centres undefined),-2.6,2.4,-2.2,96.0,-1.9,-2.0,-3.3,-0.3,-0.5,-4.7
CCN(c1ccccc1)S(=O)(=O)c1cccc(C(=O)NCc2ccncc2)c1,-0.8,3.4,-8.4,101.0,0.4,-4.6,2.9,0.2,0.5,/
CC(=O)Nc1ccc(S(=O)(=O)N2CCN=C2SCc2ccc(F)cc2)cc1,-6.1,2.4,-6.4,100.0,0.9,-12.1,3.2,0.7,-0.3,-5.5
CCOc1ccc(NC(=S)N2CCC(NC(=O)C3CCCCC3)CC2)cc1,-0.9,-7.1,-3.0,94.0,-1.0,-1.2,-3.5,-0.1,0.2,-4.0
C=CCNc1nc(N2CCOCC2)nc(N2CCOCC2)n1,-4.6,3.0,11.4,97.0,2.0,/,-2.4,-0.1,0.6,/
COc1ccccc1OCc1csc(NC(=O)c2ccco2)n1,-1.7,4.7,15.9,106.0,-0.1,-11.2,-1.9,-0.2,2.6,-4.8
O=c1c(Cl)c(NCCO)ncn1-c1ccccc1,2.2,-3.7,-0.1,96.0,1.3,6.2,3.5,-0.1,-1.7,-5.4
CCOC(=O)C1(CCOc2ccccc2)CCN(Cc2ccc(OC)c(O)c2)CC1,-7.9,71.0*,-9.8,101.0,-3.9,-7.7,10.5,0.5,-0.7,3.9
CCCCS(=O)(=O)N1CCN(S(=O)(=O)c2ccc(Cl)s2)CC1,-4.6,-0.8,2.2,104.0,-1.7,6.7,-9.0,0.3,-0.3,/
O=C(CSc1nnc(Cc2ccccc2)n1-c1ccccc1)N1CCOCC1,2.5,-3.5,-1.0,91.0,-2.4,0.7,7.8,0.2,-0.5,-3.8
COc1ccc(-c2nn(CC(=O)NCCc3ccccc3)c(=S)n2C)cc1,2.8,-0.5,0.3,93.0,-0.5,3.5,-15.9,2.1,0.9,-10.3
O=c1nccc(Nc2ccccc2)[nH]1,-1.6,-2.2,0.5,100.0,0.0,-3.1,-2.8,0.0,-0.5,-18.8
O=[N+]([O-])c1ccc(N2N=C(c3ccccc3)CC2c2ccccc2O)cc1 (centres undefined),-7.3,57.6*,-22.8,206.0,-1.7,6.9,-3.0,0.4,0.8,-9.8
CCOc1ccc(C(=O)NCc2cccnc2)cc1[N+](=O)[O-],0.5,-1.4,18.4,103.0,-1.0,2.9,1.8,-0.3,-0.9,6.4
CCOC(=O)c1sc(NC(=O)C2C3C=CC(C3)C2C(=O)O)nc1C (centres undefined),-1.2,-2.3,4.8,102.0,-0.9,12.8,-1.3,-0.3,0.3,-5.7
Cc1ccc2cc(/C=N/NC(=O)c3ccccc3[N+](=O)[O-])c(Cl)nc2c1,8.3,-1.3,-4.6,95.0,1.8,-8.3,11.6,2.7,1.7,-3.4
COc1ccc(-c2nc3n(c(=O)c2C#N)CCS3)c(OC)c1,1.3,9.8,12.0,101.0,0.1,-14.2,-3.0,0.0,1.9,-3.8
CC(C)n1cc(NC(=O)C2CC(c3cccc(Br)c3)=NO2)cn1 (centres undefined),-3.1,-2.1,-4.6,96.0,0.1,/,-5.9,0.2,-1.1,-5.8
Cc1nc2ccccn2c1C(=O)N=Nc1c(O)[nH]c2ccccc12,0.3,-6.0,18.8,97.0,1.5,-7.1,0.4,-0.4,1.4,-3.4
COc1ccccc1CN(CC(=O)NCc1ccco1)C(=O)CNS(=O)(=O)c1ccc(C)cc1,4.1,2.1,1.2,92.0,-0.1,-6.8,-4.2,1.7,0.3,/
O=[N+]([O-])c1ccccc1/C=N/NC1=NCCCCC1,-1.5,-3.2,3.7,102.0,3.0,0.0,1.9,-0.1,-0.6,-2.8
OC(c1cc(-c2ccc(C(F)(F)F)cc2)nc(C(F)(F)F)c1)C1CCCCN1 (centres undefined),7.7,-19.7,-22.0,98.0,-22.4,21.0,3.2,-0.3,-0.8,-2.1
COc1cc(CNCCO)ccc1OC1CCCC1,3.7,-1.7,9.3,100.0,0.1,-3.9,-0.8,-0.1,-2.2,-9.1
COc1cc(/C=C/C(=O)OCC(=O)c2ccc3c(c2)NC(=O)CO3)ccc1OC(F)F,-1.3,34.1,-3.7,100.0,2.4,17.0,-4.1,0.0,1.2,-2.2
CC1CN(c2ccc(Cl)nn2)CC(C)O1 (centres undefined),2.6,7.6,2.9,104.0,2.2,6.0,-4.8,0.4,-0.3,-2.4
CC1(c2nnnn2Cc2ccccc2)CCC(=O)N1CCc1ccccc1F (centres undefined),12.8,-8.9,/,102.0,/,/,/,-0.2,0.9,-10.2
COc1ccc(-c2nnco2)cc1OC,2.1,1.4,5.8,104.0,1.0,7.1,5.5,-0.3,-3.4,-3.4
CCCCSc1nnc2nc(C)cc(C)n12,5.0,-4.6,0.0,89.0,-0.2,-4.1,3.8,0.0,0.0,-9.3
O=c1[nH]c(=O)n(Cc2ccccc2)c2nc(-c3ccco3)cc(C(F)(F)F)c12,1.9,-2.4,-4.4,109.0,3.1,6.8,-2.7,0.0,-2.1,-5.0
COc1cc(NC(=O)c2cccc([N+](=O)[O-])c2C)ccc1NC(=O)c1ccco1,1.8,-1.3,2.6,100.0,-0.8,1.8,0.8,0.1,2.6,-4.7
COc1ccc(NCC(=O)Nc2cc(S(=O)(=O)N3CCOCC3)ccc2N2CCOCC2)c(OC)c1,-0.9,-0.4,2.7,92.0,3.3,-1.9,-7.3,-0.1,0.1,-2.7
CCc1ccc(NC(=O)c2cnc(N3CCN(c4ccccn4)CC3)c3ccccc23)cc1,-2.1,-3.5,0.1,99.0,-10.4,13.0,-1.6,0.0,1.6,-4.8

# In the list so far, 2 contain a CF3 group:
SMILES,HTR2A ag,Exocytosis inh,Cardio protect,ABCB6 inh MLPCN,N-glyco inh,Vif imaging,PDI turbidity,aDG glyco up,hiPSC survival,CaV13 ICDI inh
OC(c1cc(-c2ccc(C(F)(F)F)cc2)nc(C(F)(F)F)c1)C1CCCCN1 (centres undefined),7.7,-19.7,-22.0,98.0,-22.4,21.0,3.2,-0.3,-0.8,-2.1
O=c1[nH]c(=O)n(Cc2ccccc2)c2nc(-c3ccco3)cc(C(F)(F)F)c12,1.9,-2.4,-4.4,109.0,3.1,6.8,-2.7,0.0,-2.1,-5.0

# Further results.
SMILES,HTR2A ag,Exocytosis inh,Cardio protect,ABCB6 inh MLPCN,N-glyco inh,Vif imaging,PDI turbidity,aDG glyco up,hiPSC survival,CaV13 ICDI inh
O=C(C1=C(O)C(=O)N(Cc2ccco2)C1c1ccccc1)c1cccs1 (centres undefined),0.7,-2.8,-0.9,94.0,-0.9,-2.2,-0.5,-0.1,1.1,-2.5
COc1ccc(Cc2nc3ccc(C(=O)NC(C)C)cc3o2)cc1,-3.9,-3.2,-2.9,98.0,-0.4,-0.9,-0.7,-0.2,1.1,-2.2
COc1ccc(-n2c(Cc3cccn3C)nnc2SCC(=O)NCc2ccccc2Cl)cc1,-0.4,1.1,0.0,100.0,2.2,6.5,/,0.0,-0.8,-0.9
CCOCCCN1C(=O)C(O)=C(C(C)=O)C1c1cccs1 (centres undefined),5.1,3.0,9.6,97.0,-0.9,-1.3,-1.5,-0.3,4.0,-3.2
O=C(c1cnn(-c2ccccc2)c1-n1cccc1)N1CCN(C2CCCCC2)CC1,-4.0,-3.5,-0.1,94.0,-0.3,20.4,/,0.2,-0.7,9.5
COc1ccc(NC(=O)CC2SC(N)=NC2=O)c([N+](=O)[O-])c1 (centres undefined),-4.0,-1.5,-0.9,102.0,-2.9,1.2,6.6,0.3,0.6,-4.3
Cc1ccc(O)c(C(=O)c2cnn(C(=O)c3cccc(S(=O)(=O)N(C)C)c3)c2)c1,-6.0,-0.8,-7.8,103.0,-7.2,3.8,-7.1,1.7,-0.3,/
Oc1ccc2ccc3cccc[n+]3c2c1,-0.1,-0.8,-6.5,83.0,1.7,/,-3.2,-0.1,0.4,-33.0
O=S(=O)(Nc1ccc(F)cc1)c1cccc2nsnc12,2.6,-8.8,4.3,96.0,2.3,-1.6,0.3,0.0,-0.5,-20.0
COc1cccc(C(=O)N2CCN(S(C)(=O)=O)CC2)c1,-0.2,1.7,1.4,101.0,2.6,2.4,-0.6,2.4,-0.6,-4.2
O=C(CCCn1c(SCC(=O)NC2CCCCC2)nc2ccccc2c1=O)NCC1CCCO1 (centres undefined),2.6,2.6,12.0,103.0,2.6,-6.0,9.8,-0.1,-2.4,-5.5
O=C(O)c1ccc(Nc2ccc(F)c(F)c2)c([N+](=O)[O-])c1,5.1,-6.3,-0.4,125.0,-2.3,4.4,0.7,0.1,-0.1,-20.3
Cc1cc(OCC(=O)Nc2ccc(S(=O)(=O)N3CCN(C)CC3)cc2)ccc1Cl,-12.8,2.9,-2.9,95.0,-0.8,4.4,-1.5,0.3,-2.7,-3.9
